N370S GC mod: qHTS Assay for Inhibitors and Activators of N370S glucocerebrosidase as a Potential Chaperone Treatment of Gaucher Disease; Lysosomal acid glucosylceramidase (Homo sapiens), P04062; actives 0.092% (n = 330,000); AID 2101, 2009; N370S GC spleen homogenate, 4MU-glucoside fluorescence; Potency, µM (titrated, usually from 59.4 µM), for inactives: top-dose activity change, negative = inhibition, most hits filed as inhibitors;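 also: 0% = full enzyme activity and -100% = no enzyme basal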
FEN1 inhibitor: qHTS Assay for the Inhibitors of Human Flap endonuclease 1 (FEN1); actives 0.35% (n = 390,000); Potency, µM (titrated, usually from 114 µM), for the others: top-dose activity change, negative = inhibition, hits mostly inhibitors; Recombinant FEN1 flap cleavage, fluorescence, 15 min; P39748; AID 588795, 2011; also: nearly all actives have a fitted effect of over 65% in size
Target sequence (P39748 whole entry, looked up): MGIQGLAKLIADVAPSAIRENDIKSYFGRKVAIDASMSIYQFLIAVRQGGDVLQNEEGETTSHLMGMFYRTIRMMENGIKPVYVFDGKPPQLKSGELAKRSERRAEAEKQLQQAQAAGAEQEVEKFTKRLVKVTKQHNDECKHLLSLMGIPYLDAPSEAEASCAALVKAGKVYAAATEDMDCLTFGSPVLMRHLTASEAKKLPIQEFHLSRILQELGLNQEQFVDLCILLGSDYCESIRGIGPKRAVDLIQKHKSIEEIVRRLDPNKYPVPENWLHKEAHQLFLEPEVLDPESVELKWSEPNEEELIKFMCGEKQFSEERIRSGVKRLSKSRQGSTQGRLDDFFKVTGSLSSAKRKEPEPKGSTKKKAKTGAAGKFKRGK
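In this screen, 50 nM flap DNA substrate was added to 10 nM FEN1 pretreated with compound for 15 min at room temperature; cleavage was followed with reads at 0 and 15 min, and Hill fitting gave concentration–response parameters.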
TDP1 block: qHTS Assay for Inhibitors of Tyrosyl-DNA Phosphodiesterase (TDP1); recombinant TDP1, AlphaScreen DNA substrate cleavage; actives 0.28% (n = 350,000); AID 485290, 2010; Potency, µM (titrated, usually from 130 µM), without a hit: at the top dose activity change, negative = inhibition, hits mostly inhibitors; also: nearly all actives have a fitted effect of over 40% in size
Target sequence (Q9NUW8 whole entry, looked up): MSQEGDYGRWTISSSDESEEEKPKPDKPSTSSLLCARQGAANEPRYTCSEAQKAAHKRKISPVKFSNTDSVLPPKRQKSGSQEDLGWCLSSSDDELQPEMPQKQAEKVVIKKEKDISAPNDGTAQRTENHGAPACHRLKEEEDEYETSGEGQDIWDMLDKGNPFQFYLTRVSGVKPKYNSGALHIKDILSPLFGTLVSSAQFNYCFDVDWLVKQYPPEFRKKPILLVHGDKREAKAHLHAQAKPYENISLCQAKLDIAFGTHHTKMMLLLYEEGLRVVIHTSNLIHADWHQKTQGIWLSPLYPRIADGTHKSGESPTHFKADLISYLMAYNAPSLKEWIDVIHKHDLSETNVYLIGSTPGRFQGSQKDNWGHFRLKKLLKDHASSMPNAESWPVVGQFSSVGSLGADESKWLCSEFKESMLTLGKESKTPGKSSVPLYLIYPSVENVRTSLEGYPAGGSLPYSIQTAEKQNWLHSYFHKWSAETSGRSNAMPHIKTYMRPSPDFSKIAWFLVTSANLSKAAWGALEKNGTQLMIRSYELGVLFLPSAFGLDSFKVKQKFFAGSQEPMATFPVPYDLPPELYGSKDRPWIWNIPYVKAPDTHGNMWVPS
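Recombinant human Tdp1 (E. coli-expressed, 1 nM final) preincubated with compounds 15 min at room temperature, then 5'-biotin/3'-phosphotyrosine-FITC DNA substrate (15 nM final) added for 5 min. AlphaScreen beads (10 ug/ml final) added 10 min; cleavage lowers signal.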
* marks the source's active call; other numbers are inactive results; ? = inconclusive; / = no result given; & = joins results of further samples; [ ] = remark or other dose. Calls follow the shape of the dose curve; as a rule, active = well fitted curve in the direction sought with a large enough effect; inconclusive = small, poorly fitted or top-dose-only effect, or another doubt; inactive = no such curve, though single readings can be large; an effect the other way counts as inactive or inconclusive. Unless noted, % is scaled to controls: 0 for no effect and ±100 for the full control effect; potency is read from the fitted curve at half-maximal effect. Random draw from the library; overall some 0.57% were active at least once.

SMILES,N370S GC mod,FEN1 inhibitor,TDP1 block
O=C(O)c1ccc(N/N=C/c2c[nH]c3ccccc23)cc1,-7%,-19%,/
O/N=C(/c1ccccc1)c1cc2cc(Br)cc(Br)c2o1,-16%,-2%,/
CCCCN(CCCNC(=O)Cn1nc(CC)n2c(cc3sc(C)cc32)c1=O)Cc1ccccc1,-7%,1%,4%
CCOc1cc(/C=N/NC(=O)c2cccs2)cc([N+](=O)[O-])c1O,-4%,-21%,8%
Cc1cc(=O)[nH]c(-n2ncc(C#N)c2N)n1,-2%,4%,0%
O=C(NC(c1ccccc1)C(Cl)(Cl)Cl)c1ccccc1 (stereo not drawn),7%,0%,-1%
CC(=O)NC(C)CCc1ccccc1 (stereo not drawn),0%,11%,-4%
Cn1c(-c2ccccc2)cnc1SCC(=O)N1CCCCC1,8%,-9%,-1%[56.1 µM]
Cc1cc2nc(-c3ccc(SCC(=O)Nc4ccc5c(c4)OCCO5)nc3)[nH]c2cc1C,2%,-12%,0%
Cc1ccccc1-n1c(SCC(=O)N2CCCC2)nnc1-c1ccccn1,0%,4%,2%
COc1cc2c(cc1C(F)(F)F)N(C(=O)Nc1cc(F)cc(-c3cccnc3)c1)CC2,1%&5%,-13%,-13%[56.1 µM]
Cc1cc(C)c(NC(=O)CS(=O)CC(=O)Nc2cccnc2)c(C)c1 (stereo not drawn),-3%,10%,-3%
CCCOc1ccc(C2NC(=O)CCC2[N+](=O)[O-])cc1 (stereo not drawn),-8%,23%,/
Cc1cc(C)cc(C(=O)Nc2ccc(N3CCN(C(=O)c4ccco4)CC3)cc2)c1,-7%,-2%,4%
CCOc1ccccc1NC(=O)N1CCc2c(sc3c2CCCC3)C1c1ccccc1 (stereo not drawn),/,4%,4%

(list continues)
SMILES,N370S GC mod,FEN1 inhibitor,TDP1 block
Cc1cc(C)nc(Oc2ccc([N+](=O)[O-])cc2)n1,7%,2%,8%
O=C(CC1c2ccccc2Oc2ccccc21)Nc1ccccc1C(F)(F)F,4%,7%,-3%
Nc1nnc(SCn2nnc3ccccc3c2=O)s1,3%,-3%,-2%
O=C(O)CCC(=O)N(Cc1cccs1)Cc1cccs1,3%,-6%,71µM*
COc1cc(CCCN2C(=O)C(=O)NC[C@@H]2CC2CCCCC2)cc(OC)c1OC,-7%,-9%,-4%
COc1ccc(-c2ccoc2)cc1C1C2C=CCC(C)C2C(=O)N1Cc1ccccc1 (stereo not drawn),14%,-4%,10%
c1ccc(-c2cn(C[C@H]3CC[C@@H]([C@@H]4CC[C@H](Cn5cc(-c6ccccc6)nn5)O4)O3)nn2)cc1,6%,9%,/
O=C(Nc1cc(Cl)ccc1Cl)Nn1cnnc1,-7%,-12%,3%[56.1 µM]
NS(=O)(=O)c1ccc(CCNC(=O)c2ccc(C#CC3(O)CCCCC3)cc2)cc1,-9%,-1%,-2%
CCc1ccccc1Nc1nc2ccccc2n2cnnc12,/,4%,2%
CC(C)C[C@H](NC(=O)[C@@H]1CCCN1C(=O)[C@H](Cc1ccccc1)NC(=O)[C@H](C)NC(=O)[C@H](CCC(=O)O)NC(=O)[C@H](C)NC(=O)[C@H](CO)NC(=O)[C@H](CCC(=O)O)NC(=O)[C@H](CC(=O)O)NC(=O)[C@H](CCC(=O)O)NC(=O)[C@H](C)NC(=O)CNC(=O)[C@H](CC(N)=O)NC(=O)[C@@H]1CCCN1C(=O)[C@H](Cc1ccc(O)cc1)NC(=O)[C@@H](NC(=O)[C@H](CCCCN)NC(=O)[C@@H](NC(=O)[C@@H]1CCCN1C(=O)[C@@H](N)CCCNC(=N)N)C(C)C)C(C)C)C(=O)N[C@@H](CCC(=O)O)C(=O)N[C@@H](Cc1ccccc1)C(=O)O,-1%,/,7%
Cc1ccc(NC(=O)CN2CCN(Cc3ccccc3)CC2)cc1,-11%,17%,/
O=C(Nc1ccccc1N1CCCC1)C1CCN(S(=O)(=O)c2ccc(F)cc2)CC1,-6%,13%,/
Cc1cc(C)c2c(c1)SC1=NC(c3ccccc3)(C(F)(F)F)NC(=O)N12 (stereo not drawn),-2%,-3%,5%
CC(C)c1ccc(NC2CCCN(C(=O)CC3CCCC3)C2)cc1 (stereo not drawn),?,-4%,10%

In the list so far, these contain a Cl atom.
SMILES,N370S GC mod,FEN1 inhibitor,TDP1 block
O=C(NC(c1ccccc1)C(Cl)(Cl)Cl)c1ccccc1 (stereo not drawn),7%,0%,-1%
O=C(Nc1cc(Cl)ccc1Cl)Nn1cnnc1,-7%,-12%,3%[56.1 µM]

Fetched one by one from the entries so far:
SMILES,N370S GC mod,FEN1 inhibitor,TDP1 block
Cc1ccc(NC(=O)CN2CCN(Cc3ccccc3)CC2)cc1,-11%,17%,/
c1ccc(-c2cn(C[C@H]3CC[C@@H]([C@@H]4CC[C@H](Cn5cc(-c6ccccc6)nn5)O4)O3)nn2)cc1,6%,9%,/
CC(C)c1ccc(NC2CCCN(C(=O)CC3CCCC3)C2)cc1 (stereo not drawn),?,-4%,10%
O=C(Nc1cc(Cl)ccc1Cl)Nn1cnnc1,-7%,-12%,3%[56.1 µM]

Remaining list, next part:
SMILES,N370S GC mod,FEN1 inhibitor,TDP1 block
CN1CCN(c2ccc(Nc3ccnc4cc(Cl)ccc34)cc2)CC1,-13%,-32%,1%
COC(=O)c1c(C)[nH]c(C(=O)CSc2ncnc3sc(-c4ccccc4)cc23)c1C,2%,-5%,5%
O=C(c1ccc(COc2ccc(Br)cc2)o1)N1N=C(C(F)F)CC1(O)C(F)F (stereo not drawn),4%,-17%,5%
Cc1ccccc1-c1nnc(SCC(=O)Nc2ccc(Cl)cc2)n1N,8%,-7%,-2%
C/C(=N\OCC(=O)Nn1c(C)nc2ccccc2c1=O)c1ccccc1,-6%,-1%,8%
COc1ccc(/C=C(\NC(=O)c2ccccc2)C(=O)N2CCCCC2)cc1OC,1%,17%,/
O=S(=O)(c1ccccc1F)N1CCC(c2nc3ccccc3[nH]2)CC1,-2%,-8%,0%
Cc1nc2ccc(NC(=S)N3CCCC3)cc2nc1C,-13%,-5%,5%
O=c1c2c(-c3ccccc3)ccnc2[nH]n1-c1ccccc1,-13%,-6%&-10%,1%
CCOC(=O)N1CCN(S(=O)(=O)c2ccc3[nH]c(=O)oc3c2)CC1,-5%,16%,/
Cc1ccc(C)c(-n2c(SCC(=O)NC(C(=O)O)C(C)C)nnc2-c2cccc(Cl)c2)c1 (stereo not drawn),-9%,6%,8%
O=C(NN=C1CCCC1)c1cccs1,11%,-4%,-3%
CCc1ccc(S(=O)(=O)c2cnc3ccc(OC)cc3c2N2CCCC(C)C2)cc1 (stereo not drawn),/,1%,0%
c1ccc(C(c2nnnn2C2CCCC2)N2CCN(c3nc4ccccc4s3)CC2)cc1 (stereo not drawn),8%,2%,2%
Cc1ccc(NC(=O)NC2CC(=O)N(c3ccc4c(c3)OCCO4)C2)cc1F (stereo not drawn),-15%,-3%,/

Going on with the list.
SMILES,N370S GC mod,FEN1 inhibitor,TDP1 block
CC(Oc1ccccc1)C(=O)Nc1cccc(NC(=O)c2ccco2)c1 (stereo not drawn),-2%,16%,/
Cn1cc(CN(CCO)Cc2cccs2)c(-c2cccc(Cl)c2)n1,-7%,-12%,3%
N#Cc1c(NC(=O)C2CC(c3ccccc3O)=NO2)sc2c1CCC2 (stereo not drawn),-7%,1%,1%
C=CCC[C@H](Cc1ccc(F)cc1)C(=O)OC[C@H](Cc1c[nH]c2ccccc12)NC(=O)[C@@H](CC=C)CC(=O)N[C@H](CO)Cc1ccccc1,/,2%,3%
O=C(Oc1ccc(Br)cc1)c1cccc(S(=O)(=O)N2CCOCC2)c1,-5%,-1%,1%[0.0935 µM]
O=C1c2ccccc2-c2n[nH]c3cccc1c23,-2%&8%&3%&15%,?,-8%[56.1 µM]
COc1cc(C(=O)OCC(=O)Nc2ccc(N3CCOCC3)cc2)ccc1OCC(C)C,-4%,2%,/
COc1ccccc1C1CC(=O)NC(C)=C1C(=O)OC(C)C (stereo not drawn),-28%,8%,0%
CCN(C(=O)c1ccc2c(SCC(=O)O)c3c(nc2c1)CCC3)c1cc(Cl)ccc1OC,-18%,22%,5%
CCCC(=O)NC(=S)NNC(=O)c1ccc([N+](=O)[O-])cc1,4%,14%,-2%
COC(=O)c1sccc1NC(=O)c1ccc(Br)s1,-22%,-5%,3%
Cc1ccc(OC(=O)c2ccc(C)c([N+](=O)[O-])c2)cn1,1%,-3%,5%
CS(=O)(=O)N(CC(=O)NCCSCc1ccccc1Cl)c1ccccc1F,2%,8%,/
Cc1ccc(C(=O)Nc2ccc(Br)cc2)cc1S(=O)(=O)NCc1ccccc1,/,-18%,-1%[12.3 µM]
CC(C)[C@H](NC(=O)[C@@H](Cc1c[nH]c2ccccc12)NC(=O)[C@H](Cc1ccc(O)cc1)NC(=O)[C@@H](N)CC(=O)O)C(=O)N[C@H](Cc1c[nH]c2ccccc12)C(=O)N[C@H](Cc1c[nH]c2ccccc12)C(=O)N[C@@H](CCCCN)C(N)=O,-1%,/,10%

(list continues)
SMILES,N370S GC mod,FEN1 inhibitor,TDP1 block
Cc1ccc(S(=O)(=O)N(C)CC(=O)NCC(=O)Nc2ccc(F)c(F)c2F)cc1,/,2%,0%
Cn1c(=O)oc2cc(S(=O)(=O)N3CCCC3)ccc21,7%,-11%,1%
CC(CCc1ccccc1)NC(=O)CN1CCN(c2ccc(O)cc2)CC1 (stereo not drawn),-3%,5%,6%
CCOc1ccc(NC(=O)CC2C(=O)N(c3ccc(C)cc3)C(=O)N2C2CCCCC2)cc1 (stereo not drawn),/,-15%,-4%
COc1cc(CN(CCc2c(C)[nH]c3ccc(C)cc23)C(=S)NC(C)(C)C)cc(OC)c1OC,-24%,-21%,7%
Cc1ccccc1-c1nc2ccccc2[nH]1,2%,-6%,5%
Cc1ccccc1C(=O)Nc1cccc(-c2cn3ccccc3n2)c1,1%,0%,0%
CCOc1ccccc1-n1c(CN2CCN(C(=O)c3ccco3)CC2)nc2ccccc2c1=O,9%,-4%,2%
Cc1ccc(S(=O)(=O)Nc2ccc(NC(=O)c3c(F)c(F)c(F)c(F)c3F)cc2)cc1,-24%,?,3%
COc1ccc(/C(C)=N/NC(=O)c2ccncc2)cc1[N+](=O)[O-],1%,1%,/
COc1ccc(/C=C2\SC(=O)N(CCNC(=O)Cc3coc4cc(OC)ccc34)C2=O)cc1,5%,2%,2%
Cc1ccc(C)c(Sc2ccc(NC(=O)CCl)cc2)c1,-7%,8%,3%
COc1ccc(Cl)cc1NS(=O)(=O)c1ccc(OC)c(OC)c1,6%,-17%,-3%
CCc1noc(C)c1C(=O)N1CCCC(N2CCN(c3ccccc3F)CC2)C1 (stereo not drawn),-6%,44%[activator],4%
COc1cc(C(=O)NNC(=O)c2ccccc2Br)ccc1OCC(=O)N1CCOCC1,-1%,3%,/

More structures
SMILES,N370S GC mod,FEN1 inhibitor,TDP1 block
CCOc1ccc(NC(=O)c2nnn(-c3ccc(F)c(Cl)c3)c2C)cc1,/,2%,11%
Cc1cccc(OCC(=O)OC(C)C(=O)Nc2ccc(Cl)cn2)c1 (stereo not drawn),-2%,-8%,-4%
O=C(NCCCNC(=O)c1ccccn1)c1ccc(Br)cc1,1%,6%,7%[56.1 µM]
COc1ccc(S(=O)(=O)N(C)C)cc1NC(=O)CSc1nnc(-c2cccnc2)o1,-1%,-2%,4%
O=C(NCc1ccco1)c1cccc2c1C(=O)c1ccc(N3CCC(Cc4ccccc4)CC3)cc1S2(=O)=O,/,-15%,1%
COc1cc(C(=O)N/C(=C\c2cn(C)c3ccccc23)C(=O)NCCN2CCOCC2)cc(OC)c1OC,-14%,-19%,1%
O=C(Nc1ccc(Cl)c(C(=O)N2CCOCC2)c1)c1ccccc1,-1%,0%,-6%
COc1ccc2nc(Nc3sc4c(c3C(N)=O)CCCC4)sc2c1,-3%,-10%,2%
CO/N=C(/CS(=O)(=O)c1ccc(C)cc1)c1ccc(OC)cc1,11%,2%,5%
Nc1ncnc2c1ncn2[C@@H]1O[C@H](CO)[C@H](O)[C@H]1O,1%,/,9%[56.1 µM]
CCCNc1nc2nc3ccccn3c(=O)c2cc1C(=O)NCCN1CCOCC1,?,12%,/
O=C(NCc1ccccc1)C(c1ccccc1F)N(CC1CCCO1)C(=O)c1ccccn1 (stereo not drawn),9%,-3%,5%
O=C(NC1CCCCC1)c1cc(-c2ccccc2Cl)on1,-6%,1%,/
CCN(CC)CCNC(=O)c1c(C)oc2ncnc(N3CCOCC3)c12,/,-4%,2%
O=C(CSCc1cccc(F)c1)N1CCN(c2ccccc2)CC1,-4%,8%,2%
